# NR2E3 ag-1 – NR2E3 (human) agonism | GST-NR2E3/biotin-RetCOR TR-FRET, 1536-well | AID 2300 | actives 0.12% (n = 320,000) | Q9Y5X4 | inhibition of corepressor binding, % at 4.78 µM;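 active means percent inhibition above the cutoff of mean plus 3 SD of all tested compounds, set per screening campaign, cut at about 20% in these data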;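 further: 0% = DMSO wells and 100% = biotin wells as full block of FRET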
# Target sequence (Q9Y5X4 whole entry, looked up): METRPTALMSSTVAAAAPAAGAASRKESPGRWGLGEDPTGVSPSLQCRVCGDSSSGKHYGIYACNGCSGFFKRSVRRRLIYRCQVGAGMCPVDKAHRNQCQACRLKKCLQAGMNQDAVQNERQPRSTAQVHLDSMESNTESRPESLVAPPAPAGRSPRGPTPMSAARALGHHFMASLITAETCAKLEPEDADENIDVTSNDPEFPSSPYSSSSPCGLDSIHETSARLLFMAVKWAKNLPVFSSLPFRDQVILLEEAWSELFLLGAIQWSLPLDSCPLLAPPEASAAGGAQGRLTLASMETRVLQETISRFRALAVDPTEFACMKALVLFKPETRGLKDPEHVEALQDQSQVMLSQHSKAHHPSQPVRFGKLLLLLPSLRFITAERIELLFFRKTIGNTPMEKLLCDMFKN
#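 Assay system: NR2E3–RetCOR corepressor complex. Quantity: 1.35 nM GST-NR2E3. Buffer or medium: pH 7.5 Tris-based buffer. Reagent: biotinylated RetCOR corepressor at 7 nM final. Schedule: 5 h at 4 °C. Detection: TR-FRET, emission read at 617 and 671 nm. Replicates: one well per compound, singlicate testing.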
# Vif inh – blocks HIV Vif function. HEK293T cells, Vif self-association by quenched fluorescence, imaging, 24 h. actives 0.35% (n = 340,000). inhibition, % at 7.49 µM; in the data active means inhibition above about 50%, passing the limit was not always enough; inconclusive means no clear call, values can overlap the other calls; inactive means below about 31%; further: some results filed as inactive read as strong as hits
# NR2E3 ag-2 – activates human NR2E3 receptor. actives 0.35% (n = 360,000). AID 602229. CHO-S Gal4-NCOR/VP16-NR2E3 two-hybrid, luciferase. inhibition of corepressor binding, % at 3.98 µM;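 active means inhibition above the mean of all tested compounds plus 3 SD, cut at about 70% in these data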;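 further: 0% = DMSO with NR2E3 transfected cells and 100% = cells lacking NR2E3 construct; higher means lower luciferase signal from less NR2E3 corepressor binding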
# TRPM1 prom inh – inhibitors of MITF-driven TRPM1 promoter in melanoma cells; SK-MEL-5 TRPM1 promoter luciferase, 24 h; inhibition, % at 12.5 µM; actives 0.83% (n = 330,000); AID 488899;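 active means mean inhibition across replicates of 60% or more, whatever share of single replicates reaches that level; inconclusive means some that reach 60%, reason not given; inactive means mean inhibition across replicates below 60%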; further: values of inactives mirror those of a sister screen read the other way
# CF NFkB inh – cystic fibrosis NF-kB activation inhibition | KKLEB NF-kB-GFP reporter, PAF-induced, GFP fluorescence overnight | inhibition, % at 5 µM | actives 0.86% (n = 360,000) | AID 588850;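 active means at least 50% inhibition at 5 µM, scaled per plate between neutral and stimulator controls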;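 further: PAF is a Pseudomonas aeruginosa culture filtrate used as stimulus; plate controls were PAF-stimulated DMSO wells for no effect and unstimulated DMSO wells for full effect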
# PDI inh – PDI (human) enzyme inhibition; P07237; PDI insulin aggregation turbidity, A650, 90 min; inhibition, % at 10 µM; actives 0.052% (n = 350,000);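 active means mean inhibition across replicates of 30% or more, whatever share of single replicates reach that level; inconclusive means mean inhibition below 30% while every single replicate reaches 30%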;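 further: absorbance from insulin aggregation driven by PDI reduction with DTT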
# Target sequence (P07237 whole entry, looked up): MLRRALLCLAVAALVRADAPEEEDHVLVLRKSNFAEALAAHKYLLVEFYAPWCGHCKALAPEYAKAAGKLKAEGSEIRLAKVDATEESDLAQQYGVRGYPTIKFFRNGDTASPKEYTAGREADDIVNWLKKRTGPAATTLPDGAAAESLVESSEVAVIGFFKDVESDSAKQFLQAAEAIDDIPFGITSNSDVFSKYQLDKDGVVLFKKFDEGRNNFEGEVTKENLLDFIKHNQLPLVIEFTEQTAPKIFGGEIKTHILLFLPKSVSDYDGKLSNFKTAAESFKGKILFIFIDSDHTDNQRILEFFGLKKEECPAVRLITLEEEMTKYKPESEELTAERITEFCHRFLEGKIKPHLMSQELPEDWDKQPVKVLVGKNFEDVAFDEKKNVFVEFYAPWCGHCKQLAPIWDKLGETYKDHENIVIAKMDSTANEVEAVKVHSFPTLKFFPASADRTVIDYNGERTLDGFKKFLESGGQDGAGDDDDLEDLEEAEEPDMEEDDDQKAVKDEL
# KKLEB cytotox – reduces viability of KKLEB cystic fibrosis airway cells; KKLEB CF airway cells viability, ATPlite luminescence, overnight; stronger effect = lower value; cells stimulated with P. aeruginosa culture filtrate; activity change (cytotoxicity), % at 5 µM; AID 602141; actives 0.36% (n = 360,000);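 active means corrected activity change at or below -50% at 5 µM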
# Shn3 inh set2 – inhibitors of Schnurri-3 3'UTR reporter in osteoblasts | Clone20 osteoblast Shn3 3'UTR firefly luciferase, 24 h | actives 0.52% (n = 360,000) | inhibition, % at 12.5 µM;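 active means mean inhibition of at least 75% with every replicate also reaching 75%; inconclusive means mean inhibition at least 75% but some replicate below; inactive means mean inhibition below 75%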;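 further: 0% = median of neutral control wells and 100% = pilot-screen positive control compound; some compounds past the cut are filed as inactive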
# CaV13 ICDI inh – Primary screen for inhibitors of IQ motif and Ca2+-dependent inactivation inhibitor domain binding in CACNA1D, Förster resonance energy transfer in living cells, …; HEK cells, CFP/YFP FRET ICDI-IQ, plate reader, 10 min; percent FRET-ratio fall versus neutral wells; inhibition, % at 12.3 µM; actives 0.098% (n = 340,000); AID 743397;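 active means mean replicate inhibition of at least 30% and at least 1% of replicates passing that level; inconclusive means only one of the two criteria is met; inactive means neither criterion is met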;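 further: 0% = median of the neutral control wells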
# Peg3 prom inh – Peg3 promoter activity inhibition; HeLa PEG-Prom luciferase reporter, luminescence, overnight; actives 1.7% (n = 360,000); AID 588405; inhibition, % at 20 µM;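 active means inhibition of at least 50% at 20 µM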
# HIF-2a block – HIF-2a inhibition | actives 0.72% (n = 360,000) | inhibition, % at 18.8 µM | 786-0 RCC cells HIF-2a reporter, luciferase luminescence, overnight;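 active means inhibition of the luminescence signal of 40% or more relative to plate controls, in a single-dose primary screen at 18.75 µM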
# * hit, by the source's call; u = inconclusive; x = not tested or not shown.
# Start of the data: the first two compounds as a preview:
SMILES,NR2E3 ag-1,Vif inh,NR2E3 ag-2,TRPM1 prom inh,CF NFkB inh,PDI inh,KKLEB cytotox,Shn3 inh set2,CaV13 ICDI inh,Peg3 prom inh,HIF-2a block
Cc1ccc(NC(=O)CSc2ccccc2NC(=O)c2ccccc2Cl)cc1Cl,0,-15,-16,-2,8,23,-9,2,-9,-23,-106
Cc1cccc(C(=O)Nc2ccc(C(=O)N/N=C/c3ccco3)cc2)c1,-6,24,8,7,12,x,-14,5,-2,0,10

# Results, previewed entries included:
SMILES,NR2E3 ag-1,Vif inh,NR2E3 ag-2,TRPM1 prom inh,CF NFkB inh,PDI inh,KKLEB cytotox,Shn3 inh set2,CaV13 ICDI inh,Peg3 prom inh,HIF-2a block
Cc1ccc(NC(=O)CSc2ccccc2NC(=O)c2ccccc2Cl)cc1Cl,0,-15,-16,-2,8,23,-9,2,-9,-23,-106
Cc1cccc(C(=O)Nc2ccc(C(=O)N/N=C/c3ccco3)cc2)c1,-6,24,8,7,12,x,-14,5,-2,0,10
COC(=O)c1ccc(/C=C2\N=C(SC)SC2=O)cc1,1,-8,9,10,40,0,-1,25,-6,10,6
O=C(C/C=N/OCc1ccc(Cl)cc1Cl)c1ccc(Cl)cc1,-3,-8,2,-3,0,17,0,12,-6,18,20
c1ccc(Oc2ccc(-c3ccn[nH]3)cc2)cc1,2,-1,-154,-82,2,-12,-8,-73,2,-211,-258
O=C(/C=C/c1ccc(Cl)cc1)Nc1cc(S(=O)(=O)N2CCOCC2)ccc1N1CCOCC1,x,-9,6,-31,9,-3,-11,35,-3,15,4
O=C(Nc1cccc(C(=O)Nc2cccc(Br)c2)c1)c1ccccc1,4,-1,13,-28,0,-6,7,6,2,-54,-82
COc1ccccc1OCCNC(=O)CCNC(=O)c1ccccc1Cl,0,2,-15,-3,-2,2,-1,12,-3,4,15
COCCNC(=O)c1ccc(CS(=O)(=O)c2cccc(C(F)(F)F)c2)o1,0,x,-12,13,20,3,2,-10,-4,13,18
Cc1ccc(OCC(=O)Nc2ccc(N3CCN(C(=O)c4ccco4)CC3)cc2)cc1,2,4,0,5,-22,-5,2,22,3,-12,9
COc1cc2cc(CN(CCCN3CCOCC3)C(=O)Nc3ccccc3F)c(=O)[nH]c2cc1OC,1,1,0,-4,7,0,-1,-9,-14,18,17
Cc1ccc(C(=O)OCC(=O)NCC(F)(F)F)cc1C,0,-2,11,-11,0,0,-4,-7,-2,-5,-6
CC(c1ccncc1)C(C)c1ccncc1 (stereo unspecified),2,-6,-22,9,-22,-3,5,4,-11,0,2
Cc1cc(C)c(C(=O)Cn2nc(C)c([N+](=O)[O-])c2C)cc1C,-1,-3,-18,-4,-24,0,-2,-2,-6,-22,-29
Cc1cc(C(=O)NNC(=O)c2c(-c3c(Cl)cccc3Cl)noc2C)no1,-2,-5,-8,2,19,0,4,-7,-10,2,16
COC(=O)Nc1ccc(S(=O)(=O)N2CCCCC2)cc1,6,-20,-13,1,13,-3,3,-6,-4,14,6
CCN=C1SC(C(=O)Nc2cc(Cl)cc(Cl)c2)CC(=O)N1CC (stereo unspecified),-1,12,3,3,15,-3,-7,-5,2,14,7
COC(=O)c1ccc(CSc2nnc(N)s2)o1,2,3,9,1,-5,-3,3,-23,-3,-9,10
Cc1ccc(NC(=O)c2ncn(CCCNCc3ccc4c(c3)OCO4)n2)cc1C,x,0,-1,-2,-20,4,13,-14,-3,-20,-3
COc1cc2cc(CN(CCc3cccc(C)c3)C(=S)NCCCN3CCOCC3)c(=O)[nH]c2cc1OC,2,4,-9,-30,6,7,-12,16,1,14,13
Cc1cc(C)nc(NC(=NCCc2c[nH]c3ccccc23)NC(=O)Nc2cccc([N+](=O)[O-])c2)n1,-1,-5,-2,6,7,13,-1,14,-2,43,13
O=[N+]([O-])c1ccc(-n2nncc2-c2ccccc2)cc1,2,5,23,5,18,-3,-10,5,-2,14,12
CCc1nnc(NC(=O)CSc2nc(C3CCCCC3)nc3ccccc23)s1,4,-1,-11,4,24,-8,-5,-3,-5,10,12
CCOc1cc(C(=O)OCC(=O)N(C)c2ccccc2)cc(OCC)c1OCC,1,1,-16,4,-18,6,11,-7,-3,11,15
COc1ccccc1CCNCc1ccc(OC)c(OCc2ccccc2)c1,4,-7,32,0,7,-2,9,66,-4,11,-40
O=C(O)c1cc(N=Nc2c(O)[nH]c3ccc([N+](=O)[O-])cc23)ccc1Cl,-7,-5,6,0,-2,-16,4,-2,-20,-11,2
CSCc1cc(N(C)C)nc(SCc2ccc(Cl)cc2Cl)n1,0,x,8,-6,4,-1,-9,48,x,17,11
O=C1c2cccc3cccc(c23)C(=O)N1CCCSc1ncn[nH]1,2,-14,-6,-7,-36,-3,-3,-15,-2,-4,-23
Cc1cc(NC(=O)CN2C(=O)NC(CCc3ccccc3)C2=O)no1 (stereo unspecified),4,11,-13,10,7,0,6,8,-6,-5,13
CCN=C1SC(CC(=O)Nc2ccc(C)cc2)C(=O)N1CC (stereo unspecified),2,1,-4,-3,12,-5,18,-18,x,-1,9
CC(=O)Nc1ccc(NC(=O)c2cc[n+]([O-])cc2)cc1,2,10,-5,8,9,-3,3,-8,-5,-1,12
CN(C(=O)c1cccnc1)c1nnc(-c2cnccn2)s1,4,11,-20,-16,-5,-128,0,-2,-3,-4,-25
CC1Cc2cc(/C(O)=C3/C(=O)C(=O)N(CCN4CCOCC4)C3c3ccc(N(C)C)cc3)ccc2O1 (stereo unspecified),0,-8,-9,0,-16,-4,13,7,-4,7,3
CN(CC(=O)Nc1ccccc1C(F)(F)F)C(=O)C1CC1,-2,10,4,1,2,-2,12,0,-2,3,15
Cc1ccsc1-c1ccnc(-n2cccc2)n1,-1,-5,-27,12,-13,-4,7,-27,-3,-70,-72
N/C(=N\OC(=O)c1cccc2ccccc12)c1ccc(Br)cc1,3,x,14,2,-8,-4,4,-19,1,-32,-17
CCN(Cc1nc2cc(Cl)ccc2c(=O)[nH]1)C(=O)COc1ccccc1Cc1ccccc1,5,1,-6,1,-7,4,-6,-3,-7,16,10
Cc1ccc(S(=O)(=O)N2CCN(C(=O)CSc3ccc(F)cc3)CC2)cc1,0,16,-48,x,-3,-14,-5,2,-3,4,6
O=C(Nc1ccc(S(=O)(=O)N2CCCc3ccccc32)cc1)C1CCCO1 (stereo unspecified),5,u,18,15,5,0,7,7,-8,17,-1
O=C(NNc1ccc(F)cc1F)c1c(F)cccc1Cl,2,1,2,-9,9,7,-21,-27,-4,20,16
Cc1cc(Cl)ccc1OC(C)C(=O)NC(C)C1CCCO1 (stereo unspecified),0,10,-4,7,-9,5,-3,21,-6,4,10
CN1C(=O)C(C)(C)c2cc(S(=O)(=O)N3CCCC(C(=O)NCc4ccc(F)cc4)C3)ccc21 (stereo unspecified),0,2,-4,5,2,-5,-4,0,-7,17,15
Cc1cccn2c(=O)c3cc(C(=O)NC(C)c4ccccc4)c(=N)n(CCCn4ccnc4)c3nc12 (stereo unspecified),-2,12,1,-18,-16,2,1,-9,75*,12,14
CCS(=O)(=O)N1Cc2ccccc2CC1C(=O)Nc1ccc(OC)c(OC)c1 (stereo unspecified),1,-9,12,1,-5,2,1,-16,-5,-1,6
CCNC(=O)CN(c1ccccc1)S(=O)(=O)c1ccc(Cl)cc1,-1,-3,-12,10,22,19,-5,-4,-6,11,20
CCCCN1C(=O)C2ON(c3ccccc3C)C(c3ccco3)C2C1=O (stereo unspecified),-1,6,1,5,13,-5,-4,7,-9,17,19
CC(C)Cn1c(=S)[nH]c2cc(Cl)ccc21,7,1,3,7,8,1,8,18,-21,12,19
O=C(CCN1C(=O)/C(=C\c2ccccc2F)SC1=S)N1CCOCC1,x,0,19,x,31,-7,-14,-17,-11,21,-26
COc1ccc(C2=NOC(C(=O)Nc3ccc4c(c3)OCCO4)C2)cc1OC (stereo unspecified),-2,-3,-29,-3,8,-11,-13,14,-3,-2,16
O/N=C(/CCc1ccccc1)C1(O)CCCCC1,-1,12,-9,-5,-9,1,-4,-1,-8,-4,7

# An excerpt from above, showing only TRPM1 prom inh and NR2E3 ag-2:
molecule | TRPM1 prom inh | NR2E3 ag-2
CCS(=O)(=O)N1Cc2ccccc2CC1C(=O)Nc1ccc(OC)c(OC)c1 (stereo unspecified) | 1 | 12
CCNC(=O)CN(c1ccccc1)S(=O)(=O)c1ccc(Cl)cc1 | 10 | -12
CCCCN1C(=O)C2ON(c3ccccc3C)C(c3ccco3)C2C1=O (stereo unspecified) | 5 | 1
CC(C)Cn1c(=S)[nH]c2cc(Cl)ccc21 | 7 | 3

# (more compounds)
SMILES,NR2E3 ag-1,Vif inh,NR2E3 ag-2,TRPM1 prom inh,CF NFkB inh,PDI inh,KKLEB cytotox,Shn3 inh set2,CaV13 ICDI inh,Peg3 prom inh,HIF-2a block
COC(=O)c1cc(=O)n(CCc2ccccc2)c(=Nc2ccc(F)cc2)s1,1,1,1,x,-1,x,-14,9,-6,15,10
CCOC(=O)C(C)c1nc2ccccc2[nH]c1=O (stereo unspecified),-2,-8,2,8,15,-4,5,12,-6,-7,7
c1ccn2cc(-c3ccc4c(c3)OCCO4)nc2c1,4,-2,-107,34,-2,-5,-19,-3,-1,-29,2
COc1ccccc1-c1nnc(NC(=O)c2ccccc2F)o1,1,2,5,x,-24,-1,4,-3,-7,-6,-10
COc1cc(NC(=O)C2CC(c3c(F)cccc3Cl)=NO2)c(OC)cc1Cl (stereo unspecified),3,-8,-15,0,5,-6,-9,2,-4,30,2
COc1ccc(C/C(C)=N/NC(=S)Nc2ccccc2)cc1,0,-1,-106,-15,-3,5,17,-65,-5,-140,-192
CC[n+]1oc(-c2ccccc2)cc1C,0,14,-5,3,0,0,-8,19,-2,6,13
COc1cccc(/C=N/NC(=O)C(=O)NCc2cccnc2)c1,5,16,-22,6,11,-3,4,-11,-2,10,11
Cc1cccc(C(=O)N2CCCCCC2)c1,-3,u,-1,10,0,1,-2,16,x,-6,9
Cc1cccc(NC(=O)CN(C)S(=O)(=O)c2ccc3c(c2)n(C)c(=O)c(=O)n3C)c1C,-1,2,13,2,19,-9,-14,-15,-7,12,8
c1ccc(N2CCN(Cc3ccc4c(c3)OCO4)CC2)nc1,0,27,6,x,4,4,6,2,-4,-23,-13
Cc1cc(C(=O)NC2CC(C)(C)Cc3c2cnn3-c2ccccc2C)c(C)o1 (stereo unspecified),7,-3,16,15,2,-7,-5,-2,-6,3,-7
Cc1nc2ccccc2nc1N1CCCCC1,x,-4,-17,-10,-7,-1,3,3,x,-14,3
CC(C)c1ccc(NC(=O)[C@@H]2CCC(=O)N2C2OC(=O)c3ccccc32)cc1 (stereo partly specified),0,-1,-80,-38,-2,x,11,-58,x,-228,-191
